Apoferritin bind – candidate novel general anesthetic via apoferritin binding; P02791; apoferritin/1-aminoanthracene competitive binding, fluorescence; Potency, µM (top dose mostly 77.5 µM), inactives show at the top dose activity change, negative = displacement, usual class: inhibitors; 0.074% of 350,000 active; further: potency means the concentration at half of the fitted maximal effect; on the % scale 0 is the no-effect control and ±100 the full control effect; nearly all actives have a fitted effect of over 20% in size
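Steps: apoferritin (10 uM) was premixed with half-saturated 1-AMA in PBS, compounds were pin-transferred, plates stood 10 min at room temperature, fluorescence was read at 380/535 nm, and curves were fitted with a Hill equation.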
RGS4 inh – inhibitors of human regulator of G protein signaling 4. Transcreener GDP fluorescence polarization, RGS4-accelerated GTP hydrolysis. Potency, µM (highest dose often 114 µM), for inactives: top-dose activity change, negative = inhibition, most hits filed as inhibitors. 0.039% of 390,000 active. AID 504845; further: potency means the concentration at half of the fitted maximal effect; on the % scale 0 is the no-effect control and ±100 the full control effect; nearly all actives have a fitted effect of over 75% in size; some results filed as inactive show a strong effect at the top dose
Target sequence (P49798 whole entry, looked up): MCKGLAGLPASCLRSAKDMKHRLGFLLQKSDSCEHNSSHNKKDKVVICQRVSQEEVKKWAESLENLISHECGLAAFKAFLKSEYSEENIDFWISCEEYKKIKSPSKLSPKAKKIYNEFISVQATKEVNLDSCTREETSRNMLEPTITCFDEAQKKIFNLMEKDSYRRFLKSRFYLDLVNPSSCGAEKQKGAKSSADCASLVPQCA
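MLSMR compounds (23 nl, pin-transferred) preincubated 10 min at room temperature with a 500nM (2x) first reagent, then RGS4 at 900nM (2x) plus Transcreener GDP mix added; fluorescence polarization (620/688 nm) read before and after 90 min at 30 °C.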
ERG-DNA inh – inhibitors of human ERG Ets domain-DNA interaction. fluorescence polarization, His-ERG Ets domain / labelled DNA. Potency, µM (titrated, usually from 76.9 µM), for inactives: at the highest dose FP activity, negative = inhibition, usual class: inhibitors. 0.028% of 370,000 active; active means well fitted inhibition curve with a large enough effect in the polarisation, with a control signal flat; inconclusive means small, poorly fitted or top-dose-only effect, or effect the other way, or a change in a side signal; inactive means no such curve, though single readings can be large or run the other way; the % refers to the polarisation;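 further: polarization taken with two DNA probes labelled with fluorescein and Texas red; potency means the concentration at half of the fitted maximal effect; % of control where 0% means no effect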
Target sequence (P11308 whole entry, looked up, the tested form may be a part): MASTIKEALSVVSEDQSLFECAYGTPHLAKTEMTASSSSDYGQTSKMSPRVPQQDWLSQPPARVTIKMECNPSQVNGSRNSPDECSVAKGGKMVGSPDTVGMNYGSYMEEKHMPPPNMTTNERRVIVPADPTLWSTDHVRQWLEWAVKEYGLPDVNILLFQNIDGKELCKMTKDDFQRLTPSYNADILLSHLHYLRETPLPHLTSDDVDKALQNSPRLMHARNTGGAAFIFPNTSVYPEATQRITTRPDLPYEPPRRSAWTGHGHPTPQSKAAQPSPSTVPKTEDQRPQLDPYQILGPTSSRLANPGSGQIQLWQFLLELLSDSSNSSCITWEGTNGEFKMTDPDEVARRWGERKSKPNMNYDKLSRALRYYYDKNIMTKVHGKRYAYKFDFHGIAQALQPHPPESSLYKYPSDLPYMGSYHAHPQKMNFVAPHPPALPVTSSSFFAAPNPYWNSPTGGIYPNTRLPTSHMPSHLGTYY
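His-tagged ERG Ets domain (1 uM in the protein solution; 300mM KCl, 50mM Tris-HCl, 1mM EDTA, 1mM DTT, pH 7.5) received compound, then a probe mix of 5 nM fluorescein-DNA and 100nM Texas-615-DNA. Fluorescence polarization was read for both dyes.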
APEX1 inh – blocks human APE1 abasic DNA cleavage; Potency, µM (highest dose often 65.8 µM), for the others: at the top dose activity change, negative = inhibition, actives largely listed as inhibitors; 0.35% of 350,000 active; recombinant APE1, TAMRA/BHQ-2 abasic DNA cleavage fluorescence;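 further: potency means the concentration at half of the fitted maximal effect; plate controls were vehicle for no effect and reference inhibitor for full effect; nearly all actives have a fitted effect of over 55% in size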
Target sequence (P27695 whole entry, looked up): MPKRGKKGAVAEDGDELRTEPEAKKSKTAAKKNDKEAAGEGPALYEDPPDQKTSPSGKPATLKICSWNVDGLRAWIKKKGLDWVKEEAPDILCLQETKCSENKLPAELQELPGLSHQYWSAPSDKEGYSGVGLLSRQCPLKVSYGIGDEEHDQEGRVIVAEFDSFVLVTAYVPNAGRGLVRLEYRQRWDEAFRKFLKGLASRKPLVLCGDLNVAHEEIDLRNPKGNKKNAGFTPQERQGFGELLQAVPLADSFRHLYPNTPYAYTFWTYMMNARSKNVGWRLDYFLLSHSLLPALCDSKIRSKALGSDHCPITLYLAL
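Readout is kinetic fluorescence (ex 525, em 598 nm) from cleavage of 50 nM TAMRA/BHQ-2 THF abasic duplex by 0.75 nM APE1, compound added 15 min beforehand at RT.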
LDHA inh – inhibitors of human lactate dehydrogenase A | purified LDHA, NADH/diaphorase-resazurin fluorescence; stronger effect = lower value | AID 1347041 | 0.15% of 480,000 active | activity change, % (values are at about 110 or 230 µM); in the data active means activity change below about -30%; inconclusive means mostly about -25% to -30%;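 further: plate controls were DMSO wells for no effect and wells without enzyme for full effect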
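Resorufin fluorescence (ex540/em590), read at 0 and 20 min after diaphorase/resazurin addition, reports the NADH left after a 5 min room-temperature reaction of 2 nM human LDH5 with 0.06 mM NADH and 0.2 mM pyruvate.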
POLH inh – inhibitors of human DNA polymerase eta; AID 588591; recombinant Pol eta, fluorescent DNA replication assay; 1.2% of 390,000 active; Q9Y253; Potency, µM (doses to about 114 µM), without a hit: at the top dose activity change, negative = inhibition, hits mostly inhibitors; further: potency means the concentration at half of the fitted maximal effect; on the % scale 0 is the no-effect control and ±100 the full control effect
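Fluorescent replication assay: 50 nM final substrate added after a 15 min room-temperature compound preincubation with 10 nM enzyme. Signal taken at 0 min and again at 10 min.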
Pol beta inh – inhibitors of human DNA polymerase beta; 1.3% of 340,000 active; Potency, µM (highest dose often 114 µM), without a hit: at the top dose activity change, negative = inhibition, most hits filed as inhibitors; P06746; AID 485314; Pol beta primer extension/strand displacement, fluorescence kinetic; further: potency means the concentration at half of the fitted maximal effect; on the % scale 0 is the no-effect control and ±100 the full control effect
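Values derive from four-parameter Hill fits of normalized kinetic data: reads at 0 and 10 min following addition of 50 nM substrate to 10 nM Pol beta preincubated 15 min with compound.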
ALOX12 inh – ALOX12 (human) lipoxygenase inhibition; purified 12hLO, xylenol orange hydroperoxide absorbance; Potency, µM (titrated, usually from 108 µM), for inactives: at the top dose activity change, negative = inhibition, actives largely listed as inhibitors; 1.1% of 580,000 active; AID 1671190; further: potency means the concentration at half of the fitted maximal effect; on the % scale 0 is the no-effect control and ±100 the full control effect
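Purified human 12hLO at 150 nM in 25 mM Hepes, 0.01% Triton X-100, pH 7.0, preincubated 15 min at room temperature with compound. Reaction started with 40 uM arachidonic acid, 30 min at room temperature. Hydroperoxide measured by Fe-xylenol orange, 573/405 nm absorbance ratio.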
POLK inh – DNA polymerase kappa (human) inhibition | Potency, µM (titrated, usually from 107 µM), without a hit: at the highest dose activity, negative = inhibition, most hits filed as inhibitors | purified Pol kappa, fluorescent DNA synthesis assay, 10 min | 0.53% of 400,000 active | AID 588579 | Q9UBT6; further: potency means the concentration at half of the fitted maximal effect; on the % scale 0 is the no-effect control and ±100 the full control effect
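Activity was followed as the change in fluorescence between reads at 0 and 10 min after starting the reaction with 50 nM substrate. Beforehand, 10 nM polymerase had been preincubated with compound for 15 min at room temperature.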
Active calls of the source: *; ? = inconclusive; / = no result given; [ ] = remark or other dose. Unless noted, the call rests on the fitted dose curve; in most records, active means well fitted curve in the direction sought with a large enough effect; inconclusive means small, poorly fitted or top-dose-only effect, or another doubt; inactive means no such curve, though single readings can be large; an effect the other way counts as inactive or inconclusive. Not all compounds are listed, so the mix of outcomes need not match the whole.

Results follow in this order: Apoferritin bind, RGS4 inh, ERG-DNA inh, APEX1 inh, LDHA inh, POLH inh, Pol beta inh, ALOX12 inh, POLK inh
Cc1cc(C)nc(N/N=C/c2ccncc2)n1
→ -12.5%, -10.7%, 12.5%, 11.7%, -3.4, 3.2%, 9.2%, -4.8%, -3.4%
O=C(NC(=S)NNC(=O)c1cccs1)c1ccc(Br)o1
→ -17.0%, ?, -1.2%, -0.4%, -4.5, -2.9%, ?, -21.3%, -0.9%
COc1ccc(NC(=O)CN2CCCCC2)cc1
→ 5.6%, 3.1%, -1.6%, 13.4%, -14.4, -15.3%, -15.3%, -12.0%, -2.6%
CC1CCCCN1CCNC(=O)Cn1nc(-c2ccccc2)ccc1=O (stereo not given)
→ -4.9%, 27.7%, /, -0.9%, 5.2, -4.6%, 17.0%, 4.4%, -7.4%
Cc1nonc1NC(=O)OCCN1CCOC1=O
→ -4.7%, 5.3%, -6.9%, 2.1%, -4.6, -9.9%, 6.0%, 3.6%, 0.0%
CCOC(=O)C1(CCOC)CCN(C(=O)c2sccc2C)CC1
→ -5.8%, 32.5%, -13.3%, 0.4%, -0.7, -9.2%, -9.3%, 0.0%, -4.3%
O=C1CC(N2CCC(c3nc4ccccc4o3)CC2)C(=O)N1c1ccc(F)cc1 (stereo not given)
→ -8.7%, 0.5%[56.9 µM], -5.1%, -5.4%, -3.7, -6.7%, 29.9%, -26.1%, -11.8%
CC1=C(C(=O)OCCNC(=O)c2ccccc2O)C(c2ccccc2[N+](=O)[O-])C(C(=O)OCC2CCCO2)=C(C)N1 (stereo not given)
→ -10.6%, 14.3%, -10.8%, -10.8%, -3.3, -14.7%, 2.5%, -18.0%, -13.2%
CCOC(=O)C1CCN(C(=O)CCC(=O)NCCc2ccc(Cl)cc2)CC1
→ -0.5%, -40.4%, -5.7%, 5.1%, -6.5, -11.0%, 31.2%, -6.6%, -9.3%
COc1ccc(CC(=O)Nc2ccc(S(=O)(=O)N3CCCC3)cc2)cc1OC
→ /, -19.9%, -10.0%, 15.3%, -4.8, -8.3%, /, -8.1%, -11.2%
COc1ccc(C(=O)Nc2cc3c(cc2C(=O)c2ccccc2Cl)OCCO3)cc1
→ -0.8%, 14.3%, 5.2%, /, 2.8, -10.0%, -0.8%, -13.1%, 4.5%
CC(=O)N=c1sccn1CC(=O)c1ccc([N+](=O)[O-])cc1
→ -11.9%, -19.3%, 9.5%, -2.9%, -1.6, 8.9%, 4.6%, 5.2%, -1.2%
Fc1ccc(CN2CCCN(C(=S)Nc3ccc(F)cc3)CC2)cc1
→ -1.1%, -32.8%, 2.6%, -3.9%, -5.6, -13.0%, -1.9%, -3.2%, -2.1%
COc1ccc(O)c(C(=O)CC(=O)c2ccncc2)c1
→ /, -7.1%, 7.4%, /, 7.1, -8.6%, /, 3.3%, 1.1%
O=C(C1=C[C@@H](c2csc3ccccc23)C[C@@H](OCc2ccc(CO)cc2)O1)N1CCN(Cc2ccccc2)CC1
→ -15.0%, -19.6%, 9.5%, -2.8%, -1.8, -17.6%, -7.6%, /, -2.1%
CCOC(=O)c1c(C)n(CC(COC(C)=O)OC(C)=O)c2ccc(OC(C)=O)cc12 (stereo not given)
→ -18.3%, 12.7%, -9.2%, -0.2%, -11.2, -9.0%, 1.8%, -25.0%, -9.0%
COc1ccc(C(=O)NC(Cc2c[nH]c3ccccc23)C(=O)O)cc1 (stereo not given)
→ -1.5%, 2.2%, 0.4%, 5.3%, -4.6, -6.7%, 23.8%, 0.0%, -11.6%
Cc1ccc(S(=O)(=O)N2CCN(C(=O)C(F)(F)F)C2c2ccc(N(C)C)cc2)cc1 (stereo not given)
→ 10.0%, 10.2%, 4.1%, 1.4%, -8.3, -24.8%, 13.8%, -13.1%, 1.9%
Clc1ccc(CN2C3=NCCCN3c3ccccc32)cc1
→ -19.2%, -9.2%, -2.3%, 1.5%, -0.3, ?, 20.0%, 4.1%, -2.8%
O=C(COC(=O)c1ccc(O)cc1)c1ccc(S(=O)(=O)N2CCCCC2)cc1
→ /, -14.7%, -9.4%, -14.7%, -4.3, -3.5%, /, -11.1%, -3.4%
Cc1cc(C)nc(S/C=C/C(=O)c2ccccc2)n1
→ 4.6%, ?, 39.3%[activator], ?, -4.3, -8.1%, 4.8%, 416.1%[activator], -7.1%
Cc1cc(C)c(NC(=S)N(CCN(C)C)Cc2cccs2)c(C)c1
→ -10.0%, -27.3%, 1.8%, 0.7%, -2.9, -20.1%, 2.5%, ?, 1.1%
COc1ccc(C(=O)N2CCN(C(=O)CC(C)C)CC2)cc1OC
→ -6.3%, 38.4%, 5.8%, -0.1%, -8.2, -9.8%, 2.3%, 21.3%, -1.3%
O=C(CCN1C(=O)C2CC=CCC2C1=O)Nc1nc(-c2ccc(F)c(F)c2)cs1 (stereo not given)
→ /, 12.0%, 0.0%, -1.0%, 1.3, -13.7%, /, 4.6%, -12.9%
COc1ccc(-c2noc(=O)n2Cc2ccccc2F)cc1
→ -1.8%, 6.9%, -2.3%, 15.4%, -5.3, -10.3%, 82.5%, -6.8%, 0.0%
CCOC(=O)c1ccccc1NC(=O)N1CCCn2nc(C)cc21
→ -10.8%, -20.2%, -1.8%, /, -2.7, -10.0%, 2.9%, -1.2%, -6.7%
COc1cc(OC)c(C2C=C(C(=O)O)Nc3ncnn32)cc1OC (stereo not given)
→ 3.7%, 1.1%, 6.3%, /, -6.6, 1.7%, 31.7%, -3.1%, -6.4%
Cc1oc2c(C)c3oc(=O)c4c(c3cc2c1C)CCCC4
→ -7.5%, -14.0%, -1.7%, 1.8%, 6.2, -9.5%, 11.3%, 4.6%, 1.8%
COc1ccc(CCNC(=O)CC(Cc2ccc(C)cc2)C(=O)O)cc1OC (stereo not given)
→ -10.7%, ?, -5.9%, 18.6%, -1.0, -9.7%, 6.2%, 19.4%, -3.2%
COCCN1CCN(C(=O)c2cc(COc3ccc(F)cc3Cl)on2)CC1
→ -8.8%, 12.9%, 0.5%, 13.9%, -4.3, -1.0%, 31.4%, 3.0%, -1.9%
Cc1ccc(CSc2nnc(SCC(=O)N/N=C/c3c(C)nn(-c4ccccc4)c3C)s2)cc1
→ 1.3%, 9.6%, 7.8%, 9.8%, -3.3, -15.6%, 17.5%, 1.3%, -7.4%
CN1C(=O)c2oc3ccccc3c(=O)c2C1c1ccccn1 (stereo not given)
→ -1.5%, -37.7%, -4.5%, -1.3%, 3.4, -15.5%, 2.9%, 295.7%[activator], -4.8%
Cn1c(CNC(=O)CNC(=O)c2ccc(C(C)(C)C)cc2)cc(=O)n(C)c1=O
→ 3.7%, -2.7%, ?, 10.8%, 1.1, 5.1%, 17.9%, 19.5%, 0.5%
COC(=O)Cc1ccc(NC(=S)NCc2ccc(S(N)(=O)=O)cc2)cc1
→ -13.5%, -32.7%[56.9 µM], 8.2%, -2.3%, 3.2, -8.8%, 95.8%, -8.1%, -0.9%
COc1cc(Cl)c(NC(=O)CC(C)S(=O)(=O)c2cc3c(cc2C)NC(=O)CO3)c(OC)c1 (stereo not given)
→ -7.4%, -18.5%, 1.2%, /, 10.1, -23.9%, 2.1%, -14.2%, -3.3%
CCn1c(N2CCN(C(=S)NCC(C)C)CC2)nc2ccccc21
→ -0.3%, -6.9%, /, -10.1%, -8.3, 3.0%, -1.4%, 6.9%, -3.9%[60.1 µM]
COc1ccccc1NC(=O)CCC(=O)Nc1cc(OC)c(NC(=O)c2cccs2)cc1OC
→ -12.5%, ?, -3.6%, -9.0%, -1.7, -2.2%, -18.0%, -31.5%, -8.3%
COc1cc(Br)c(C2CC(=O)Nc3cc4c(cc32)OCCO4)cc1OC (stereo not given)
→ -4.0%, 21.1%, 6.1%, /, -4.0, -14.4%, -3.7%, -19.2%, 3.9%
Fc1ccc(Br)cc1C1C=C(c2cccnc2)Nc2ncnn21 (stereo not given)
→ 522.1%[activator], -4.9%, 9.3%, -5.7%, -15.0, -9.1%, -2.1%, /, -14.5%
COC(=O)c1ccccc1NS(=O)(=O)c1cc2c3c(c1)CC(=O)N3CCC2
→ -8.1%, -17.8%, 3.5%, /, -0.3, -15.9%, -23.7%, -20.6%, -1.3%[60.1 µM]
COc1ccc(OCC(O)CNC(=O)c2c(-c3ccccc3)noc2C)cc1 (stereo not given)
→ 4.8%, 3.1%, -8.7%, -0.4%, 1.5, 0.0%, 35.6%[activator], -6.7%, -2.8%
COC(=O)c1cn(CC(=O)Nc2ccccc2C)c2ccccc12
→ 1.2%, 11.2%, 17.1%, 18.0%, -4.8, -7.6%, -2.0%, 0.0%, -16.1%

Looked up above:
COC(=O)Cc1ccc(NC(=S)NCc2ccc(S(N)(=O)=O)cc2)cc1 @ ERG-DNA inh = 8.2%
Cn1c(CNC(=O)CNC(=O)c2ccc(C(C)(C)C)cc2)cc(=O)n(C)c1=O @ Apoferritin bind = 3.7%

Screening data from PubChem.
